Screening data from PubChem.
PvdQ inh – P. aeruginosa PvdQ acylase inhibition; inhibition, % at 10 µM; purified PvdQ acylase, fluorescence plate reader; 340,000 tested, 0.063% active; in the data active = inhibition above about 30%, passing the limit was not always enough;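 note: 0% = vehicle neutral wells and 100% = reference inhibitor wells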
MITF act – activators of MITF-driven TRPM1 promoter activity in SK-MEL-5 cells | SK-MEL-5 TRPM1-promoter luciferase, 24 h; % of positive control, neutral wells = 0 | activation, % at 12.5 µM | 300,000 tested, 0.75% active | AID 588334;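 active = mean activation of at least 80% with every replicate also reaching 80%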;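 note: 0% = neutral control wells and 100% = parthenolide positive control wells; values of inactives mirror those of a sister screen read the other way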
PfHsp90 set2 – reduces growth (ATP signal) of yeast expressing P. falciparum Hsp90 | S. cerevisiae expressing PfHsp90, BacTiter-Glo ATP, 48 h; yeast lacking PDR1 and PDR3 efflux regulators | inhibition, % at 9.4 µM | 310,000 tested, 0.32% active;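 active = every replicate shows inhibition above about 80%, whatever the replicate mean, limit read from the data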;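 note: 0% = DMSO neutral controls and 100% = 20 µM radicicol positive controls; yeast relying on Plasmodium falciparum Hsp90 in place of its own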
NSD2 inh – NSD2 (human) methyltransferase inhibition; inhibition, % at 12.5 µM; O96028; 310,000 tested, 0.54% active; NSD2 peptide methylation, AlphaScreen, 120 min; in the data active = inhibition above about 50%
SR-BI HDL uptake – blocks mouse SR-BI lipid uptake from DiI-HDL. inhibition, % at 12.5 µM. 320,000 tested, 0.96% active. ldlA[mSR-BI] CHO cells, DiI-HDL uptake fluorescence, 3 h. Q61009;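 active = mean replicate inhibition of at least 70% and a set share of replicates each scoring 70 or more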;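 note: 0% = median of neutral control wells and 100% = median of positive control wells; values of inactives mirror those of a sister screen read the other way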
Target sequence (Q61009 whole entry, looked up): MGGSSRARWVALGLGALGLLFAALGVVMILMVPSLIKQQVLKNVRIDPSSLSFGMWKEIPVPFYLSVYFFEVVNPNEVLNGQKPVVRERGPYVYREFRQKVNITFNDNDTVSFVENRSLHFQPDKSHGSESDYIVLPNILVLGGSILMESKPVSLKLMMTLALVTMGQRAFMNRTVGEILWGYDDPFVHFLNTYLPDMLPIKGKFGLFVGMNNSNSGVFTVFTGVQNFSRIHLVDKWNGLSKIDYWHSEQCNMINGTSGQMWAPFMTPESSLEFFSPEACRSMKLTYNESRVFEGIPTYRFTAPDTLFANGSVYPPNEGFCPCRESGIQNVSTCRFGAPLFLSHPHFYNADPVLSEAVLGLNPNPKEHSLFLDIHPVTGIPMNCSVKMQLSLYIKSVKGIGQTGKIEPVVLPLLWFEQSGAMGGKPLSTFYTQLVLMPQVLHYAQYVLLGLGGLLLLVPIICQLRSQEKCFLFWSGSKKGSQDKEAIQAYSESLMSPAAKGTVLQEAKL
dFosB activator – activators of mouse delta FosB homodimer. P13346. purified delta FosB, TAMRA-CDK5 oligo fluorescence polarization; percent of positive-control signal above neutral wells. activation, % at 25 µM. 340,000 tested, 0.99% active;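 active = mean activation above about 17%, with every replicate also reaching it, limit read from the data, passing the limit was not always enough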;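 note: fluorescence polarization rise as delta FosB binds a TAMRA Cdk5 AP-1 oligo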
Target sequence (P13346 whole entry, looked up): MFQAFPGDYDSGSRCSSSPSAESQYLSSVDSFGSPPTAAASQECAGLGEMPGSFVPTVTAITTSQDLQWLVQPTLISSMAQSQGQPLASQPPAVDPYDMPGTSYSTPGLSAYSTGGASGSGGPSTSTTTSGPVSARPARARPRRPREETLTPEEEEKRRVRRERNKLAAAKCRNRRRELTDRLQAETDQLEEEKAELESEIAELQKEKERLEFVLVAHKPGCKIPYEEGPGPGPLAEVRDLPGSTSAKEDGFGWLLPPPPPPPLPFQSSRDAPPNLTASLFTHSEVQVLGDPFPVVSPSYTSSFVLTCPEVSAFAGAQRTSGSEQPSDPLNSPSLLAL
SR-BI DiI-HDL act – enhances SR-BI lipid uptake from DiI-HDL; CHO ldlA[mSR-BI] cells, DiI-HDL uptake fluorescence, 3 h; 100 = double the neutral-control signal; activation, % at 12.5 µM; 320,000 tested, 0.096% active; AID 504775;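 active = mean replicate activation of at least 60% and every replicate at or above 60%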;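 note: 0% = median plate neutral-control signal and 100% = twice that signal; values of inactives mirror those of a sister screen read the other way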
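Material: SR-BI-overexpressing, LDLR-lacking CHO cells | Dosing: Single compound concentration, delivered by pin transfer | Probe or stimulus: Labelled HDL, 10 µg/mL | Signal: Bottom-read cell fluorescence after medium removal, ex 550/em 595 nm | Schedule: 3 h, 37 °C | Evaluation: HDL uptake via cellular fluorescence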
Rtt109 Vps75 – blocks Candida albicans Rtt109/Vps75 acetyltransferase activity. 330,000 tested, 0.16% active. purified Rtt109/Vps75, ThioGlo CoA-SH fluorescence, 4 h. AID 540336. Q5AAJ8. inhibition, % at 34.9 µM;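 active = inhibition of at least 50% in every replicate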
CAL PDZ FP-1 – inhibitors of human CAL PDZ peptide binding; purified CAL PDZ, TMR-peptide fluorescence polarization, 1 h; inhibition, % at 20 µM; 330,000 tested, 0.02% active; AID 504414;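 active = highest replicate inhibition of at least 40%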;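 note: plate controls were DMSO neutral control wells for no effect and unlabeled competitor peptide control wells for full effect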
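material = purified tagged CAL PDZ domain construct (CerCALP) | buffer or medium = sodium phosphate/NaCl buffer pH 7.4 with TCEP, IgG, Thesit | reagent = TMR-labelled reporter peptide T*-PRC34 bound in PDZ groove | incubation = 1 h room-temperature incubation prior to read | measured by = fluorescence polarization (mP) | evaluation = percent inhibition from loss of millipolarization | control set = unlabelled peptide and DMSO controls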
CAL PDZ FP-2 – blocks peptide binding to the human CAL PDZ domain. purified CAL PDZ, TMR-peptide fluorescence polarization, 1 h. Q9HD26. inhibition, % at 24.9 µM. 300,000 tested, 0.92% active. AID 602252;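 active = mean inhibition of at least 30% with at least half of replicates also reaching 30%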;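 note: 0% = DMSO neutral control and 100% = excess unlabeled competitor peptide PRC23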
* marks the source's active call; other numbers are inactive results; x = not tested or not shown.

SMILES	PvdQ inh	MITF act	PfHsp90 set2	NSD2 inh	SR-BI HDL uptake	dFosB activator	SR-BI DiI-HDL act	Rtt109 Vps75	CAL PDZ FP-1	CAL PDZ FP-2
OCCN1CCN(C(=S)Nc2ccc(SC(F)F)cc2)CC1	-8.1	-0.9	12.3	2.8	-9.5	-3.1	9.5	0.9	-0.1	0.0
O=C(Cc1ccc2c(c1)CCCC2)Nc1ccccc1Cl	-5.2	18.7	x	0.2	-8.6	-2.1	8.6	9.2	-1.5	-1.5
COc1ccc(-c2ccc(C(C)=O)cc2)cc1[C@H]1[C@@H]2C=CCC[C@@]2(C)C(=O)N1Cc1ccccc1	0.1	-5.6	17.2	x	14.0	0.3	-14.0	-13.0	-1.6	-1.0
O=C1c2sc3nc4ccccc4n3c2C(=O)N1c1ccccc1Cl	1.6	3.6	12.9	-1.0	-1.8	-5.0	1.8	8.3	-4.6	-13.2
O=C(Cc1ncn[nH]1)NCCc1ccccc1	3.8	-5.1	7.2	x	-7.8	-1.8	7.8	7.8	0.5	x
CCN(CC)S(=O)(=O)c1cc(Br)c(C)cc1OC	-7.2	0.2	x	-2.8	-10.6	1.3	10.6	-5.5	-0.5	-1.5
O=C(CCN1C(=O)/C(=C/c2ccc(F)cc2)SC1=S)NNC(=O)c1cccnc1	-11.6	5.9	x	-0.8	18.2	-6.5	-18.2	-25.6	-0.9	-2.0
C=CCc1cccc(OC)c1OCCOCCNCCO	-12.0	-13.6	-4.1	8.4	x	-11.6	x	-5.5	-4.9	-0.8
Cc1cc2ncn(C3CC(O)C(CO)O3)c2cc1C (stereo unspecified)	-6.8	-1.4	-4.1	0.2	-3.9	2.7	3.9	-4.9	-0.2	-3.7
O=C(CCOc1ccccc1)Nc1ccnn1C1CCN(CCc2ccccc2)CC1	6.2	-0.6	12.3	-0.3	-0.4	-12.2	0.4	10.0	-1.1	-3.9
CCCS(=O)(=O)N1CCN(C(=O)c2cccnc2)CC1	-14.6	-9.6	15.5	0.5	-30.2	2.6	30.2	-8.3	-1.5	-0.1
COc1ccc(SC[C@H](Cc2ccccc2)N2CC[C@@H](C)CCC2=O)cc1	7.6	-3.7	5.1	x	13.8	10.3	-13.8	8.0	-0.7	0.4
Cc1ccc(C(C(=O)NCc2ccccc2)N(Cc2ccco2)C(=O)c2snc(C(N)=O)c2N)o1 (stereo unspecified)	-10.1	0.8	0.0	29.1	x	-18.1	x	5.2	-2.8	-7.9
COC(=O)c1ccc(NC(=S)N2CCN(Cc3ccccc3)CC2)cc1	-3.9	x	10.1	0.1	-13.3	-1.2	13.3	-0.1	-0.9	-0.7
Cc1ccc(/C=C(\C#N)C(=O)NCc2ccco2)o1	-12.2	2.9	4.7	1.4	-19.4	-3.8	19.4	-8.6	-1.6	x
C=CCOC(=O)CCC(=O)Nc1cc(OC)nc(OC)n1	13.1	0.0	15.6	12.2	5.5	-11.5	-5.5	2.2	1.2	-2.3
CCc1nnc(NC(=O)CC(=O)Nc2ccccc2C(=O)O)s1	-1.2	-24.1	x	-1.5	-15.2	4.6	15.2	3.5	-0.2	-4.2
O=C(CSC(=S)N1CCCC1)N1CCN(S(=O)(=O)c2ccccc2F)CC1	-4.8	13.0	6.7	6.4	0.9	1.4	-0.9	-1.4	-1.2	-3.5
O=C(CN1CCN(Cc2ccc3c(c2)OCO3)CC1)Nc1ccc2c(c1)OCO2	-5.5	-10.2	-29.7	3.4	18.6	-3.8	-18.6	0.4	-0.3	-0.3
C=CCC(CC=C)(NC(=O)c1ccccc1C(=O)O)c1ccccc1	-14.1	2.4	11.2	-0.2	-26.0	-2.4	26.0	-15.2	-0.3	0.6
CCOc1ccc(NC(=O)C(=O)NCCN2CCN(S(=O)(=O)c3ccccc3)CC2)cc1	-16.7	-2.0	-7.5	-5.7	-2.7	3.9	2.7	-4.6	-0.3	x
O=C(O)Cc1ccc(S(=O)(=O)N2CCCC2)s1	9.3	-1.6	-8.9	18.5	-18.7	4.8	18.7	-12.3	-0.8	-1.3
N#Cc1cccn1-c1nccc(-c2cccs2)n1	-7.7	12.1	-5.0	-2.1	22.6	-31.5	-22.6	0.0	-2.7	2.2
O=C(CNC(=O)C1CC(=O)N(c2cccc3ccccc23)C1)Nc1ccccc1Br (stereo unspecified)	-20.4	-7.2	-13.0	-1.0	1.5	-9.3	-1.5	-1.4	-1.6	x
COc1ccc(OC)c(NC(=O)CCNS(=O)(=O)c2cc(Br)cnc2N)c1	-12.8	-18.5	-11.9	-1.4	17.1	-4.6	-17.1	-8.8	-0.3	0.0
O=C(CSc1nnnn1-c1ccc(O)cc1)NC1CCCCC1	-15.6	1.1	20.8	-0.9	x	2.4	x	-16.2	-0.1	x
CCOc1ccc(S(=O)(=O)N(CC(=O)N2CCC(C(N)=O)CC2)c2ccc(F)cc2)cc1	11.6	-6.7	-5.1	-1.3	-22.1	-6.6	22.1	6.5	1.3	0.9
O=C(COC(=O)c1cc([N+](=O)[O-])ccc1N1CCOCC1)NCCc1ccccc1	-10.7	7.2	-15.5	5.2	3.1	-3.4	-3.1	-7.4	-1.3	-9.3
COc1ccccc1N1CCN(S(=O)(=O)c2cccs2)CC1	4.2	-5.9	-9.8	-0.7	-5.3	-1.3	5.3	7.9	x	-2.0
CCc1ccc(S(=O)(=O)Nc2ccc(-c3ccc4nnc(C)n4n3)cc2)s1	-0.8	6.2	-20.0	-0.9	-17.4	-2.0	17.4	-1.4	0.7	-3.6

For reference, part of the list above:
SMILES	PvdQ inh	MITF act	PfHsp90 set2	NSD2 inh	SR-BI HDL uptake	dFosB activator	SR-BI DiI-HDL act	Rtt109 Vps75	CAL PDZ FP-1	CAL PDZ FP-2
N#Cc1cccn1-c1nccc(-c2cccs2)n1	-7.7	12.1	-5.0	-2.1	22.6	-31.5	-22.6	0.0	-2.7	2.2
O=C(CNC(=O)C1CC(=O)N(c2cccc3ccccc23)C1)Nc1ccccc1Br (stereo unspecified)	-20.4	-7.2	-13.0	-1.0	1.5	-9.3	-1.5	-1.4	-1.6	x
COc1ccc(OC)c(NC(=O)CCNS(=O)(=O)c2cc(Br)cnc2N)c1	-12.8	-18.5	-11.9	-1.4	17.1	-4.6	-17.1	-8.8	-0.3	0.0
O=C(CSc1nnnn1-c1ccc(O)cc1)NC1CCCCC1	-15.6	1.1	20.8	-0.9	x	2.4	x	-16.2	-0.1	x
CCOc1ccc(S(=O)(=O)N(CC(=O)N2CCC(C(N)=O)CC2)c2ccc(F)cc2)cc1	11.6	-6.7	-5.1	-1.3	-22.1	-6.6	22.1	6.5	1.3	0.9
O=C(COC(=O)c1cc([N+](=O)[O-])ccc1N1CCOCC1)NCCc1ccccc1	-10.7	7.2	-15.5	5.2	3.1	-3.4	-3.1	-7.4	-1.3	-9.3
COc1ccccc1N1CCN(S(=O)(=O)c2cccs2)CC1	4.2	-5.9	-9.8	-0.7	-5.3	-1.3	5.3	7.9	x	-2.0
CCc1ccc(S(=O)(=O)Nc2ccc(-c3ccc4nnc(C)n4n3)cc2)s1	-0.8	6.2	-20.0	-0.9	-17.4	-2.0	17.4	-1.4	0.7	-3.6

Further structures follow.
SMILES	PvdQ inh	MITF act	PfHsp90 set2	NSD2 inh	SR-BI HDL uptake	dFosB activator	SR-BI DiI-HDL act	Rtt109 Vps75	CAL PDZ FP-1	CAL PDZ FP-2
COc1ccc(S(=O)(=O)NCCc2csc(C)n2)cc1C	-15.2	-13.2	3.4	-1.4	2.7	-2.5	-2.7	-11.5	-0.1	-1.6
CC(C)(C)c1ccc(N2C(=O)Cc3c2nc(N)c(C#N)c3N)cc1	12.4	x	x	2.1	-10.1	8.8	10.1	x	-3.5	-0.8
Cc1cc(OCC(=O)Nc2ccncc2)cc(C)c1Br	6.8	-0.3	-5.5	1.0	-5.4	-9.1	5.4	9.3	-2.4	1.7
COc1ccccc1C(=O)COC(=O)Cc1ccccc1F	-6.0	63.0	-18.2	-4.5	31.3	-3.7	-31.3	4.9	-0.5	-1.6
O=C(NC(=S)Nc1ccc(CN2CCCCC2)cc1)c1ccco1	9.0	6.3	-5.0	1.4	-3.1	-3.2	3.1	5.9	-0.4	2.3
Cc1cc(O)ccc1NC(=O)Cc1cccc2ccccc12	2.2	x	-0.2	0.8	-9.3	6.1	9.3	-6.4	-1.2	7.1
O=C(COc1ccc2c3c(c(=O)oc2c1)CCCC3)N[C@@H](Cc1ccccc1)C(=O)O	8.8	x	6.7	x	-15.8	0.6	15.8	8.2	0.8	-4.0
Cc1cc(C)nc(NC(=O)COc2cc(Cl)cc(Cl)c2)n1	-4.7	9.5	-1.8	-3.0	-8.1	0.0	8.1	-10.0	x	0.4
COC(=O)c1ccc(C2Nc3cccc4cccc(c34)N2)cc1	-3.6	8.5	8.6	5.3	34.5	1.7	-34.5	5.2	1.2	-9.0
CC(=O)Nc1ccc(NC(=O)CSc2nc3nc(C)cc(C)c3c(=O)[nH]2)cc1	0.6	0.7	-24.1	-2.5	-0.8	1.0	0.8	-5.2	-0.7	-0.2
O=C(N/N=C/c1ccc([N+](=O)[O-])o1)C1CC1	-3.9	-21.5	-5.0	4.7	-16.5	-9.0	16.5	-8.7	-1.7	0.5
CCOc1cc(CNCc2ccccn2)cc(Cl)c1OC	2.6	-1.9	-1.1	-8.1	12.8	-6.4	-12.8	10.3	-0.3	x
CCCN(C(=O)c1ccc(N2CCCC2=O)cc1)c1c(N)n(Cc2ccccc2)c(=O)[nH]c1=O	-4.4	-2.6	-1.2	-0.7	x	-1.4	x	-25.4	-3.1	1.4
CCOC(=O)CSc1nnc(Cn2c(=O)sc3ccccc32)n1C	1.6	0.0	14.0	x	-14.2	-12.5	14.2	16.6	-0.9	x
O=C1[C@H]2[C@@H](/C=C/c3ccccc3)N3C(=O)CN(CCO)C(=O)[C@@]3(Cc3ccccc3)[C@H]2C(=O)N1c1ccccc1	8.0	11.7	11.4	x	-13.4	-8.6	13.4	0.1	0.5	-5.2
Cc1ccccc1C(=O)NCC(=O)N1CCN(c2ccccn2)CC1	-2.3	21.2	x	-0.8	-10.2	-1.2	10.2	-2.3	-0.3	x
CCOC(=O)c1cc2sccc2n1CC(=O)Nc1ccc(OC)c(OC)c1	-4.4	0.2	x	1.1	18.1	7.1	-18.1	-3.2	-0.4	-4.0
Cc1nc2ccc(NC(=O)c3cccs3)cc2c(=O)n1Cc1ccc(Cl)cc1	-1.5	-48.2	15.1	-2.4	20.8	3.6	-20.8	3.7	-8.0	-5.1
